Lipid storage S3 = qHTS Assay for Lipid Storage Modulators in Drosophila S3 Cells; Potency in µM for hits, for the others lipid storage change, negative = inhibition, % at the top dose, mostly 46.1 µM; 320,000 compounds, 0.64% hits; Drosophila S3 cells, BODIPY lipid droplet fluorescence, 18-24 h; cells fed with added oleic acid; active means well fitted inhibition curve with a large enough effect in the signal ratio, with a control signal flat, not every such curve was filed as active; inconclusive means small, poorly fitted or top-dose-only effect, or effect the other way, or a change in a side signal; the % refers to the signal ratio
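Drosophila S3 cells loaded with oleic acid (400 uM, as added) and compounds at several concentrations; lipid droplets imaged by 488-nm laser-scanning cytometry, 500–530 nm intensity and object ratio to cell channel. Percent activity normalized to 20 uM Triacsin C.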
Lipid storage S3 cell count max = also measured in Lipid storage S3; calls as there; cell number change, %; measured here: cell count max response;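 cells counted by Cell Tracker Red CMTPX staining in the red channel; peak over a dose series mostly up to 46.1 µM; percent activity relative to internal control wells on each plate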
Starred values were filed as active, the others as inactive; i = inactive; ? = inconclusive; . = no result given; [ ] = another dose, or the depositor's remark. On the % scale 0 is the no-effect control and ±100 the full control effect; potency means the concentration at half of the fitted maximal effect. A portion of the library; count on the stated rates, not on these rows.

Second line of a record: Lipid storage S3, Lipid storage S3 cell count max
O=C(CCl)NC1(C(F)(F)F)C(=O)Nc2c1c(=O)[nH]c(=O)n2-c1ccccc1 (configuration not stated)
 : 16%, 4
COc1ccc(NS(=O)(=O)c2cccc(NC(=O)CNC(C)=O)c2)cc1
 : ?, .
Cn1nnc2c(sc3nc(N4CCOCC4)c4c(c32)CCCC4)c1=O
 : ?, .
COc1ccc(CNC(=O)c2cccc3c2C(=O)N(CC2CCCO2)C3)cc1 (configuration not stated)
 : -11%, .
COc1ccc(OCc2nnc(SCC(=O)N3CCCCC3)o2)cc1
 : i, 19
CCC(C)[C@H](NC(=O)C1CC(=O)N(c2ccc3c(c2)OCCO3)C1)C(=O)NC1CCCC1 (some centres not stated)
 : ?, .
O=C(Cc1ccc(Cl)cc1)NC1CCS(=O)(=O)C1 (configuration not stated)
 : ?, .
COC(=O)c1[nH]c2ccc(C)cc2c1NS(=O)(=O)c1ccc(F)c(C)c1
 : 22%, -11
CCn1c(CNC(=O)C2CCCCC2)cc2ccccc21
 : i, -29
CCOC(=O)n1c(=O)oc2cc(S(=O)(=O)N3CCOCC3)ccc21
 : ?, .
CCOc1cc(C(=O)Oc2cc(C)[nH]c(=O)c2[N+](=O)[O-])cc(OCC)c1OCC
 : i, -4
Cc1cc(C)n2nc(C(=O)N3CCCC(N4CCN(c5ccccc5C)CC4)C3)cc2n1 (configuration not stated)
 : i, 1
COc1ccc(N=Cc2c(O)n(-c3ccc(OC)cc3)c(=O)c3ccccc23)cc1
 : 4%, .
CCNS(=O)(=O)c1ccc(CCC(=O)Nc2ccccc2)cc1
 : 8%, 12
CC(C)CCNS(=O)(=O)c1cc2c3c(c1)CCN3C(=O)CC2
 : i, .
CNc1nc(N)c([N+](=O)[O-])c(N2CCCCCC2)n1
 : 0%, 0
O=C(CNC(=O)c1cccnc1)N/N=C/c1cc(Br)c(O)c(Br)c1
 : ?, .
CN(C)S(=O)(=O)c1cccc(-c2cn3cccnc3n2)c1
 : ?, .
CCOC(=O)c1c(C)n(C)c2ccc(O)c(CN3CCC(C)CC3)c12
 : ?, .
O=C1c2ccccc2NC(c2ccc(-c3ccc(F)cc3)o2)N1O (configuration not stated)
 : ?, .
O=C1CCC(c2ccccc2)=NN1Cc1c(F)cccc1Cl
 : -7%[9.22 µM], 27
CCN(CC)Cc1c(C(=O)N/N=C/c2ccc(OCc3ccccc3C)cc2)nnn1-c1nonc1N
 : ?, .
COc1ccc(CN(Cc2cc3cc4c(cc3[nH]c2=O)OCO4)C(=O)NC2CCCCC2)cc1
 : ?, .
Cc1ccc(N(C)C(=O)c2cc(S(=O)(=O)N3CCCC3)cn2C)cc1
 : ?, .
CCOc1ccc2c(c1)c1nnc(SCC(=O)NC3CC3)nc1n2C
 : ?, .
O=C(Nc1ccccc1)/C(=C/c1ccc(F)cc1)NC(=O)c1ccco1
 : ?, .
COc1cccc(CN(CC(=O)NC2CCCCC2)C(=O)c2csnn2)c1
 : ?, .
O=C(c1cc(-c2ccccc2Cl)on1)N1CCN(C(=O)c2ccco2)CC1
 : -10%, -14
COc1ccccc1CNC(=O)CCCOc1cc(=O)n(C)c2ccccc12
 : ?, .
COc1ccc(CC(=O)n2[nH]c(=O)c3ccccc3c2=O)cc1OC
 : ?, .

Shown as labelled records: part of the list above.
CN(C)S(=O)(=O)c1cccc(-c2cn3cccnc3n2)c1
  Lipid storage S3 = ? | Lipid storage S3 cell count max = .
CCOC(=O)c1c(C)n(C)c2ccc(O)c(CN3CCC(C)CC3)c12
  Lipid storage S3 = ? | Lipid storage S3 cell count max = .

Some of these compounds in order of the Lipid storage S3 cell count max value, descending:
structure	Lipid storage S3 cell count max
COc1ccc(OCc2nnc(SCC(=O)N3CCCCC3)o2)cc1	19
CCNS(=O)(=O)c1ccc(CCC(=O)Nc2ccccc2)cc1	12
CCOc1cc(C(=O)Oc2cc(C)[nH]c(=O)c2[N+](=O)[O-])cc(OCC)c1OCC	-4
O=C(c1cc(-c2ccccc2Cl)on1)N1CCN(C(=O)c2ccco2)CC1	-14
CCn1c(CNC(=O)C2CCCCC2)cc2ccccc21	-29

The list continues.
Second line of a record: Lipid storage S3, Lipid storage S3 cell count max
O=c1cc(CN2CCOCC2)c2c(ccc3ccccc32)o1
 : ?, .
Cc1ccc2c(c1)NC(C(C)(C)C)CO2 (configuration not stated)
 : -2%, 13
CCn1nc(C)c(NC(=O)CCCSc2nc(-c3ccco3)cc(C(F)(F)F)n2)c1C
 : ?, .
COc1cccc(-c2nc(CS(=O)(=O)CC(=O)Nc3cc(OC)ccc3OC)c(C)o2)c1
 : ?, .
C=CCn1c(SCC(=O)c2c(N)n(CCC)c(=O)n(C)c2=O)nnc1-c1ccncc1
 : ?, .
O=C1C(Cl)=C(NCC2CCCO2)C(=O)N1C1CCCCC1 (configuration not stated)
 : -11%, -19
CC(C)(C)c1ccc(Cn2nnc3c(=O)[nH]c(C4CCCN(C(=O)c5cccs5)C4)nc32)cc1 (configuration not stated)
 : ?, .
Cc1ccc(-c2noc(-c3c(C)noc3C)n2)cc1
 : -5%, 2
COc1ccc(C(=O)NC2CCCc3ccccc32)cc1S(=O)(=O)N1CCOCC1 (configuration not stated)
 : ?, .
CC1=Nc2ccccc2/C1=C\c1nc(-c2ccccc2)oc1O
 : ?, .
COc1ccccc1N1CCN(C(=S)NC(=O)/C=C/c2ccccc2)CC1
 : ?, .
CCOc1ccc(NC(=O)CN2C(=O)COc3ccccc32)cc1
 : 24%, 11
COc1ccc(N2C(=O)/C(=C\c3ccco3)N=C2SCC(N)=O)cc1Cl
 : ?, .
CCNc1nc(Cl)nc(NCc2ccccc2)n1
 : ?, .
Clc1ccc(-c2csc(N3CCOCC3)n2)cc1
 : ?, .
COc1ccc(C(c2nnnn2Cc2ccccc2)N2CCN(C(=O)c3ccco3)CC2)cc1OC (configuration not stated)
 : ?, .
C/C(=N\Nc1ccc(C(=O)O)cc1)c1ccc(-n2ccnc2)cc1
 : ?, .
COc1ccc(CCNc2nc3ccccc3n3cnnc23)cc1OC
 : -14%, -12
Cn1c(NCc2cc(Br)ccc2O)nc2ccccc21
 : ?, .
CC(C)C(C)NC(=O)Cn1cnc2c(oc3ccccc32)c1=O (configuration not stated)
 : ?, .
Cc1ccsc1C(=O)OCC(=O)NCc1ccc2c(c1)OCO2
 : ?, .
CCC1CCCCN1C(=O)c1ccc(OC2CCN(C(=O)COC)CC2)cc1 (configuration not stated)
 : ?, .
Cc1c(C(=O)NCC2CCCO2)oc2ccc(S(=O)(=O)N3CCCC3)cc12 (configuration not stated)
 : -9%, -4
Cc1cc(C)c(C)c(OCCCn2ccnc2)c1
 : ?, .
OCCC#Cc1ccc(CN2CCN(C3CCCCC3)C(CCO)C2)cc1 (configuration not stated)
 : -17%, -3
Cc1nn(C)cc1C(C)NC(=O)c1cc(COc2ccc(F)c(F)c2)on1 (configuration not stated)
 : i, -4
CN(CC(=O)Nc1cccc(F)c1)C(=O)CCNC(=O)c1ccc(Br)cc1
 : 0%, .
Cc1cccc(N(C(=O)CS(=O)CC(=O)Nc2ccc3c(c2)OCO3)C(C)C(=O)NC2CCCC2)c1C (configuration not stated)
 : ?, .
Cc1csc(NC(=O)Cc2nn(C)c(=O)c3ccccc23)n1
 : ?, .
O=C(COc1ccc(F)cc1)NCCCn1ccnc1
 : 26µM*, -6.9*
O=C1CCC(C(=O)N2CCCC2)CN1Cc1cccc(C(F)(F)F)c1 (configuration not stated)
 : ?, .
Cc1nnc(SCC(=O)NCC2COc3ccccc3O2)s1 (configuration not stated)
 : ?, .
Cc1ccc(S(=O)(=O)N2CCCOC2CNC(=O)C(=O)NCc2ccc3c(c2)OCO3)cc1 (configuration not stated)
 : ?, .
COc1ccccc1N1C(=O)S/C(=C\c2cccs2)C1=O
 : ?, .
Cc1ccc2c(COC(=O)c3n[nH]c4ccccc34)cc(=O)oc2c1
 : ?, .
Nc1nc(SCc2ccc(Cl)cc2Cl)nc2nc3c(cc12)CCCC3
 : ?, .
Cc1cc(C)cc(NC(=O)CSc2nc3c(c(=O)[nH]2)CN(Cc2ccc(F)cc2)CC3)c1
 : 9%, -7
CC(C)Cn1c(-c2cccs2)nc2nc3ccccc3nc21
 : i, 10
CCOC(=O)C1CCN(CC(O)COCc2ccc(Cl)cc2)CC1 (configuration not stated)
 : 18µM*, 17*
O=C1C=C(NCc2ccc(Cl)c(Cl)c2)C2(CCCCC2)O1
 : ?, .
C=CCn1c(=O)c(C(=O)NC2CC2)c(O)c2cc(OC)c(OC)cc21
 : i, -15
O=C(CSc1ncc(-c2ccc(F)cc2)[nH]1)N1CCCCC1
 : ?, .
COC(Cc1nnc(SC)n1-c1ccccc1)OC
 : ?, .
C=C(C)C1Cc2nc(N)nc(C)c2C1 (configuration not stated)
 : -4%, 2
CCCc1ccc2oc(C(=O)N3CCC[C@H]3CO)c(C)c2c1
 : ?, .
Nn1c(SCC(=O)Nc2ccc(F)cc2)nnc1-c1ccccn1
 : ?, .
N#Cc1cccc(S(=O)(=O)Nc2c(NC3CCCCC3)c3ccccc3oc2=O)c1
 : i, -28
CCOc1ccc(OCCCC(=O)ON=C(N)c2ccccc2C)cc1
 : 19%, 4
CC1(C)CN(c2ccc(Br)cc2Br)C1=O
 : ?, .
Cc1cc(C)n(-c2ncnc3c2oc2ccccc23)n1
 : ?, .
CC(OC(=O)c1cc(S(=O)(=O)N2CCOCC2)ccc1Br)C(=O)N1CCOCC1 (configuration not stated)
 : 15%, -7
COc1ccc(OC)c(/C=N/NC(=O)c2cc3c(OC)cccc3[nH]2)c1
 : ?, .
CC(C)C(=O)NC(=S)Nc1ccc(S(=O)(=O)Nc2ccccc2)cc1
 : 11%, 27
O=C(N/N=C/c1ccc(OCCCF)cc1)c1cc(OCC(F)(F)F)ccc1OCC(F)(F)F
 : ?, .
COCCNC(=O)c1cc(Br)ccc1Cl
 : 2%, -17
Cc1ccc(C(=O)N2CCCC(CCC(=O)NCc3ccc(F)c(F)c3)C2)cn1 (configuration not stated)
 : ?, .
NC(=O)C1CCN(C2=C(NS(=O)(=O)c3ccccc3)C(=O)c3ccccc3C2=O)CC1
 : 4%, -5
CC(C)OC(=O)c1cccc(C(=O)Oc2ccccc2)n1
 : ?, .
CCc1cc2c(=O)n(Cc3ccco3)c(SCc3c(C)noc3C)nc2s1
 : ?, .
NC(=O)C1(N2CCCCC2)CCN(CC(=O)Nc2ccccc2-c2ccccc2)CC1
 : ?, .

Additional compounds follow.
Second line of a record: Lipid storage S3, Lipid storage S3 cell count max
CSCCC(NC(=O)COc1ccccc1)C(=O)OCc1ccc([N+](=O)[O-])cc1 (configuration not stated)
 : 14%, -19
COc1ccc(CC(=O)N/N=C/c2cccs2)cc1OC
 : ?, .
COc1ccc(Br)cc1CN1CCSCC1
 : ?, .
O=C(OCc1ccccc1)C1=NNC2C(=O)N(c3ccc(Br)cc3)C(=O)C12 (configuration not stated)
 : ?, .
CN(C)S(=O)(=O)c1cccc(NC(=S)N(CCC#N)Cc2cccnc2)c1
 : 13%, 21
COC(=O)C1=C(C)N=C2SC(C#N)=C(N)N2C1c1ccc(OC)cc1 (configuration not stated)
 : 12µM*, -11*
CSc1nc(C)cc(SC(C(C)=O)C(=O)Nc2ccccc2)n1 (configuration not stated)
 : -9%, -4
CC(C)CC(=O)Nc1ccc(-c2nnn(CC(=O)NCc3ccco3)n2)cc1
 : ?, .
CCN(CC)CCCSc1nc2ccccc2s1
 : 12%, 1
Cc1cc(NCCCOC(C)C)n2c(nc3ccccc32)c1C#N
 : ?, .
COc1cc(C2NC(=O)NC(C)=C2C(=O)OC2CCCC(C)C2)ccc1O (configuration not stated)
 : ?, .
Cc1cccc(OCC(=O)N2CCC(N3CCCCCC3)CC2)c1
 : ?, .
N/C(CS(=O)(=O)c1ccccn1)=N\OC(=O)c1ccccc1Cl
 : -3%, 0
Cn1cc(/C(Cc2ccccc2)=N\O)c2ccccc21
 : ?, .
Cc1ccc(NC(=O)c2nc3nccc(C)n3n2)c(C)c1
 : ?, .
Cc1ccc(S(=O)(=O)N2CCN(c3ccccc3)CC2)cc1
 : ?, .
CCOC(=O)c1c(NCc2ccccc2)n[nH]c1C
 : ?, .
COc1ccc(Cl)cc1NC(=O)CN(C)C(=O)c1ccc(N2CCCCC2)c([N+](=O)[O-])c1
 : ?, .
Nc1ccc2nc(CCCCCCCCc3nc4ccc(N)cc4[nH]3)[nH]c2c1
 : ?, .
O=C(C[n+]1ccccc1)Nc1ccccc1C(F)(F)F
 : i, -9
O=C(CCCN1C(=O)c2cccc3cccc(c23)C1=O)NCc1cccs1
 : -13%, 2
Cc1ccc(CN2CCNC(=O)C2CC(=O)O)cc1 (configuration not stated)
 : ?, .
CC(=O)c1ccc(OCCCOc2cccc3cccnc23)cc1
 : ?, .
O=C(CSCC(=O)NC1CC1)Nc1ccc2ccccc2c1
 : -4%, -16
COc1ccc(CCc2nnc(CCC(=O)NCc3cc(C(C)C)no3)o2)cc1
 : 11%, 7
O=C(NC(=S)Nc1ccccc1N1CCCCC1)c1ccc(-c2cccc([N+](=O)[O-])c2)o1
 : i, .
CCOC(=O)c1cc2sccc2n1CC(=O)OC(C)C
 : ?, .
COc1ccc(OC)c(Nc2nnc(C)c(=O)[nH]2)c1
 : ?, .
CCc1nnc(NS(=O)(=O)c2ccc(NC(=O)c3cc(Cl)ccc3[N+](=O)[O-])cc2)s1
 : i, 6

Single records, from the list above. Values in the order: Lipid storage S3, Lipid storage S3 cell count max
Record of Cc1cc(C)cc(NC(=O)CSc2nc3c(c(=O)[nH]2)CN(Cc2ccc(F)cc2)CC3)c1 = 9%, -7
Record of Clc1ccc(-c2csc(N3CCOCC3)n2)cc1 = ?, .
Record of Cn1c(NCc2cc(Br)ccc2O)nc2ccccc21 = ?, .
